# Source: PubChem BioAssay (National Center for Advancing Translational Sciences (NCATS))
# uPA surface inh = qHTS for Inhibitors of Cell Surface uPA Generation. actives 0.31% (n = 330,000). Potency, µM (top dose mostly 38.3 µM), without a hit: at the highest dose activity change, negative = inhibition, actives largely listed as inhibitors. AID 540303, 2011. cell surface uPA generation assay, qHTS; active means well fitted inhibition curve with a large enough effect; inconclusive means small, poorly fitted or top-dose-only effect; inactive means no such curve, though single readings can be large or run the other way; tested in mouse RAW 264.7 cells; further: potency means the concentration at half of the fitted maximal effect; on the % scale 0 is the no-effect control and ±100 the full control effect; nearly all actives have a fitted effect of over 55% in size
# Eya2 inh = qHTS Assay for Inhibitors of the Phosphatase Activity of Eya2; Protein phosphatase EYA2 (Homo sapiens), O00167; recombinant Eya2, OMFP fluorescence dephosphorylation (OMFP is methylfluorescein phosphate); Potency, µM (titrated, usually from 76.9 µM), inactives show at the top dose activity, negative = inhibition, actives largely listed as inhibitors; actives 0.006% (n = 330,000); further: potency means the concentration at half of the fitted maximal effect; on the % scale 0 is the no-effect control and ±100 the full control effect
#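 Eya2 protein (added as 0.2 uM solution) was preincubated with compound for 10 min at ambient temperature in 50 mM HEPES pH 7.5, 50 mM NaCl, 5 uM MgCl2, 0.05% BSA, 1 mM DTT. OMFP (added at 50 uM) then reacted 10 min; fluorescence read at 485/525 nm.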
# TRPV1 agonist = HTS Assay for Compounds that Act as Agonists of the Vanilloid Receptor 1 | actives 0.19% (n = 320,000) | TRPV1-expressing cells, Fluo-8 calcium influx, agonist mode | activation, % at 8.33 µM; in the data active means activation above about 80%; inconclusive means between about 30% and that limit; further: 0% is about no effect
#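 Cells expressing TRPV1 were dye-loaded with Fluo-8 and read kinetically: 10 s baseline, 3 min after compound (agonist portion), then 2 min after EC20 capsaicin (allosteric enhancer portion). Calcium-bound dye fluorescence at 480/520 nm.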
# p53 reactivation = qHTS assay for re-activators of p53 using a Luc reporter. H1299 p53-A138V BP100-luciferase reporter, luminescence, 24 h. Potency, µM (doses to about 92.2 µM), for the others: at the highest dose activity change, positive = activation, hits mostly activators. actives 0.063% (n = 320,000). AID 504706, 2011; further: potency means the concentration at half of the fitted maximal effect; % of control where 0% means no effect; nearly all actives have a fitted effect of over 45% in size
#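 p53-null H1299 cells stably carrying temperature-sensitive p53-A138V and a BP100-luciferase reporter were pinned with compounds (4-point, 1:5 series) and held 24 hrs at 37 deg C. Luminescence was read 10 min after detection reagent.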
# ELG1 genotoxic = qHTS screen for small molecules that induce genotoxicity in human embryonic kidney (HEK293T) cells expressing luciferase-tagged ELG1. Potency, µM (titrated, usually from 46 µM), for inactives: at the top dose activity change, positive = activation, most hits filed as activators. HEK293T ELG1-luciferase reporter, luminescence, 16 h. actives 1.3% (n = 330,000); further: potency means the concentration at half of the fitted maximal effect; % of control where 0% means no effect; nearly all actives have a fitted effect of over 60% in size
#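 DMSO vehicle served as control against compound-treated ELG1-luciferase HEK293T cells; exposure lasted 16 hr at 37 °C and 5% CO2, followed by ONE-Glo luminescence detection after 30 min.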
# a7 integrin act = qHTS for Activators of Integrin-Mediated Alleviation for Muscular Dystrophy. alpha7betagal myoblasts, beta-gal FDG fluorescence, 48 h. Potency, µM (titrated, usually from 38.3 µM), without a hit: at the highest dose activation, most hits filed as activators. actives 0.064% (n = 350,000). AID 624291, 2012;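 further: potency means the concentration at half of the fitted maximal effect; 100% = response of the positive control SU9516; nearly all actives have a fitted effect of over 60% in size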
#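 alpha7betagal+/- myoblasts (passage 13, 250/well) treated 48 h at 37C with compounds at 1:260 dilution of DMSO stock. Lysed, then beta-galactosidase activity read as FDG fluorescence (ex 480/em 540) after 30 min, with pre-read for autofluorescence.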
# B2AR arrestin = qHTS assay of beta-arrestin-biased ligands of beta2-adrenergic receptor | actives 0.02% (n = 330,000) | beta-arrestin recruitment to beta2AR, cell-based reporter | Beta-2 adrenergic receptor (Homo sapiens), P07550 | Potency, µM (titrated, usually from 46.1 µM), for inactives: at the highest dose activation, actives largely listed as activators;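 further: potency means the concentration at half of the fitted maximal effect; 0% = DMSO controls and full agonism = EC100 isoproterenol or metaproterenol; nearly all actives have a fitted effect of over 65% in size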
# Target sequence (P07550 whole entry, looked up): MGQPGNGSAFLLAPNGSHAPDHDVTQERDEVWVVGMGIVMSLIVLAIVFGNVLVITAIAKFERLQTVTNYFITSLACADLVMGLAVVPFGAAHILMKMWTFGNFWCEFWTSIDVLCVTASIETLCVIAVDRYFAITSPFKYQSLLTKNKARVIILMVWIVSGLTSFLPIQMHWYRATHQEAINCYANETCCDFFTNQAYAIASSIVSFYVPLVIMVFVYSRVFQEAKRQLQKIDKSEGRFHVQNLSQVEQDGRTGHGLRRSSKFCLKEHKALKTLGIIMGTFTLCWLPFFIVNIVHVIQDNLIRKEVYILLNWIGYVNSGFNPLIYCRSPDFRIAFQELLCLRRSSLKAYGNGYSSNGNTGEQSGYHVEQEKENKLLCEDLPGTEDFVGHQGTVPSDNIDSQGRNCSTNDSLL
# PTAP TSG101 blk = qHTS Assay for Iinhibitors of HIV-1 Budding by Blocking the Interaction of PTAP/TSG101. Tumor susceptibility gene 101 protein (Homo sapiens), Q99816. Fluorescence polarization, FITC-PTAP peptide / Tsg101 binding. Potency, µM (highest dose often 115 µM), without a hit: at the top dose activity change, negative = inhibition, hits mostly inhibitors. 340,000 tested, under 10 active; active means well fitted inhibition curve with a large enough effect in the main read-out, with a control signal flat, not every such curve was filed as active; inconclusive means small, poorly fitted or top-dose-only effect, or effect the other way, or a change in a side signal; inactive means no such curve, though single readings can be large or run the other way; further: potency means the concentration at half of the fitted maximal effect; % of control where 0% means no effect
# Target sequence (Q99816 whole entry, looked up): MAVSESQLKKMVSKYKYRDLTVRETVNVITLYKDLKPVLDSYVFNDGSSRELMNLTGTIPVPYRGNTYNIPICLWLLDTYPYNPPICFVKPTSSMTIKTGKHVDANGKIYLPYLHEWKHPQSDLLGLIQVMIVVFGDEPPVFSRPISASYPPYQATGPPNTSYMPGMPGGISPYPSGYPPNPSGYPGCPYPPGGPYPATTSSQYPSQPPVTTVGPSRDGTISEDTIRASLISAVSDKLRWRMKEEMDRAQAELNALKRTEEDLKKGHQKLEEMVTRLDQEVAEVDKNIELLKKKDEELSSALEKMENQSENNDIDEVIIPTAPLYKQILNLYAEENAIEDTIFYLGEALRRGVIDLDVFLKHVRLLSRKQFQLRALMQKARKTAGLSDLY
#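 Fluorescence polarization binding of Tsg101 binding domain (10 uM final) to FITC-labeled PTAP peptide (50 nM final) in HEPES pH 7.5 buffer with NaCl, Tween 20, EDTA, TCEP. Compounds added before peptide; binding 20 min at RT.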
# ASM inhibitor = Inhibitors of Secretory Acid Sphingomyelinase (S-ASM): qHTS; Sphingomyelin phosphodiesterase (Homo sapiens), P17405; placental ASM, HMU-PC fluorogenic substrate, 60 min; Potency, µM (series often up to 57.5 µM), for inactives: top-dose activity change, negative = inhibition, hits mostly inhibitors; actives 0.006% (n = 340,000); further: potency means the concentration at half of the fitted maximal effect
#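 HMU-PC0 cleavage (9 uM final) by human placental ASM, 60 min at 37 °C following 10 min compound exposure at RT; stopped at pH 10, fluorescence Ex 386/Em 447 nm.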
# BRCA1 expr up = qHTS Assay to Identify Small Molecule Activators of BRCA1 Expression. AID 624202, 2012. Potency, µM (top dose mostly 46.1 µM), for the others: top-dose activation, most hits filed as activators. MCF7-BRCA1-FFLuc reporter, luminescence, 48 h; response scale: scaled: vehicle 0%, 10 µM genistein 100%. actives 1.1% (n = 380,000); further: potency means the concentration at half of the fitted maximal effect; nearly all actives have a fitted effect of over 80% in size; some results filed as inactive show a strong effect at the top dose
#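 MCF7 cells carrying a BRCA1-firefly luciferase reporter (2000 cells/well, phenol-red free MEM) were attached for 2 h at 37 °C, then given compounds for 48 h. Luminescence was read 15 min after luciferase reagent; activity normalized to genistein (10 microM) and DMSO.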
# USP2a inh = qHTS Assay for Inhibitors of Ubiquitin-specific Protease USP2a Using CHOP2 as the Reporter; Ubiquitin carboxyl-terminal hydrolase 2 (Homo sapiens), O75604; USP2 core, Ub-CHOP2 coupled fluorogenic reporter, 485/531; Potency, µM (top dose mostly 38.3 µM), for the others: at the top dose activity change, negative = inhibition, hits mostly inhibitors; actives 0.01% (n = 330,000);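 further: potency means the concentration at half of the fitted maximal effect; plate controls were DMSO wells for no effect and full inhibition by NEM control for full effect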
#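 Deubiquitinase activity read as fluorescence (485/531 nm) after Ub-CHOP2 cleavage activates the enterokinase reporter on its substrate; USP2 core 10nM, Ub-CHOP2 and substrate 25nM each, 30min compound preincubation then 60min RT; data normalized to NEM, curves fitted.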
# * marks the source's active call; other numbers are inactive results; ? = inconclusive; . = no result given; [ ] = remark or other dose. Unless noted, the call rests on the fitted dose curve; in most records, active means well fitted curve in the direction sought with a large enough effect; inconclusive means small, poorly fitted or top-dose-only effect, or another doubt; inactive means no such curve, though single readings can be large; an effect the other way counts as inactive or inconclusive.
SMILES,uPA surface inh,Eya2 inh,TRPV1 agonist,p53 reactivation,ELG1 genotoxic,a7 integrin act,B2AR arrestin,PTAP TSG101 blk,ASM inhibitor,BRCA1 expr up,USP2a inh
COc1ccc(NC(=O)c2cc(C)n(Cc3cccs3)c2C)cc1,-14.5%,-0.2%,.,24.5%,?,-52.1%[inhibitor],5.7%,-3.7%,-1.1%,61.7%,2.0%
O=C(NNC(=O)C1CCN(Cc2cccc(F)c2)CC1)c1cccs1,.,-1.5%,0.1,1.4%,-1.0%,?,0.1%,-2.1%,4.8%,-2.0%,0.5%
COc1ccccc1CNS(=O)(=O)c1cc(C(=O)N(C)Cc2cccnc2)c(Cl)cc1Cl,-5.3%,.,.,.,.,-4.9%,.,-4.7%,-1.6%,-38.2%,.
COc1cc(NC(=O)c2ccccc2F)ccc1NC(=O)c1ccccc1Cl,-8.4%,-6.9%,-2.5,0.7%,0.2%,?,0.1%,-6.5%,-2.7%,46.9%,3.4%
COc1cc(SC)ccc1C(=O)Nc1ccc2ncccc2c1,-2.8%,2.2%,18.4,.,?,0.0%,-0.4%,-0.3%,-5.1%,?,0.3%
O=C(O)C1CSC2(c3ccc4c(c3)OCCO4)CCC(=O)N12 (centres undefined),3.7%,-0.2%,1.9,5.9%,14.6%,21.3%,-0.4%,0.3%,3.6%,2.5%,7.4%
O=C(NC1CCN(Cc2ccc(Cl)cc2Cl)CC1)c1ccccc1,-4.8%,-26.7%,-1.9,-4.3%,-7.7%,4.1%,-1.0%,0.3%,1.9%,-0.2%,5.1%
OCC1OC(n2cnc3c(NCc4ccccc4O)ncnc32)C(O)C1O (centres undefined),-6.5%,.,.,.,.,-53.6%[inhibitor],.,-1.4%,-4.2%,-76.2%,.
O=C(NCCCN1CCOCC1)c1cc(-c2ccc(F)cc2)no1,-11.3%,2.2%,-7.7,11.9%,-0.6%[9.26 µM],0.2%,-0.9%,-3.6%,1.7%,-13.3%,0.7%
CN1CCN(c2ccncc2S(=O)(=O)N2CCCCC2)CC1,-1.5%,-11.1%,18.5,-8.7%,2.8%,-18.5%,-0.2%,0.1%,3.1%,-8.8%,-0.5%
Cn1c(=O)c2c(nc(NCCO)n2CCc2ccccc2)n(C)c1=O,-10.8%,-6.8%,-2.6,1.2%,-2.0%,-50.5%[inhibitor],-0.8%,-17.2%,3.3%,-54.9%,-0.4%
CC1(C)N=C(c2ccccc2)C(=O)N1,2.4%,5.4%,-0.6,-0.2%,12.6%,-9.6%,-1.1%,-1.5%,3.3%,4.5%,10.6%
COc1ccc(CCN2CC(C(=O)NCc3cccc4[nH]ccc34)CCC2=O)cc1 (centres undefined),2.9%,-5.1%,-0.5,-0.2%,-7.0%,-1.8%,-0.7%,-4.0%,.,2.2%,0.5%
COCCN(C(=O)CSc1nnc(-c2cccc(C)c2)n1C)c1c(N)n(Cc2ccccc2)c(=O)[nH]c1=O,3.0%,-15.7%,2.1,0.0%,3.9%,24.4%,0.1%,-6.2%,0.6%,16.5%,0.9%
Clc1ccc(OCc2cc(-c3ccccc3)no2)cc1Cl,-7.3%,1.9%,25.1,?,11.9%,13.6%,0.3%,-2.6%,-9.2%,14.1µM*,2.8%
COc1ccc(OC)c(-n2c(C)cc(C=O)c2C)c1,2.1%,?,-0.2,-0.9%,-1.0%,-1.9%,0.1%,-0.1%,0.1%,-3.6%,6.1%
COC(=O)c1cc(CN2C(=O)c3ccccc3C2=O)c(O)c([N+](=O)[O-])c1,8.6%,7.7%,-0.8,3.4%,1.0%,12.8%,-0.6%,-3.9%,-0.4%,5.7%,2.8%
Cc1sc(N)c(C#N)c1C,-5.0%,1.1%,-0.6,4.6%,-0.6%,10.3%,0.4%,0.3%,6.7%,24.3%,4.8%
CCC(CC)C(=O)OCC(=O)Nc1cccc([N+](=O)[O-])c1,.,-1.6%,8.6,-2.7%,-0.1%,10.5%,-0.1%,-0.1%,-1.5%,-1.1%,3.3%
COc1ccc(-c2nnc(OCc3ccccc3)c3ccccc23)cc1,-0.3%,-12.9%,5.1,-1.7%,-7.5%,10.8%,3.0%,-0.4%,-7.9%,-35.1%,4.5%
CCC1=NN(C(=O)c2ccc(Cl)cc2)C(O)(c2ccccc2)C1 (centres undefined),4.3%,?,24.2,-8.1%,-4.1%,-38.8%,-0.5%,-4.7%,-2.1%,-17.6%,-15.0%
Cc1ccc(OCC(=O)NCCNC(=O)c2ccccn2)cc1,0.8%,10.1%,-3.6,0.5%,0.0%,0.0%,0.7%,-3.9%,0.0%,3.6%,2.1%
CCOC(=O)C1CCCN(c2c(NCCCN(C)Cc3ccccc3)c(=O)c2=O)C1 (centres undefined),2.8%,2.4%,1.9,-10.2%,4.2%,18.0%,-1.0%,.,-3.8%,-11.3%,0.6%
CCOC(=O)N1CCN(C(=O)CN(Cc2ccc(Cl)cc2)S(C)(=O)=O)CC1,-0.1%,3.4%,2.6,1.7%,-0.6%,-2.6%,0.5%,0.4%,12.5%,-17.0%,0.7%
c1ccc(CN2CCN(c3nc4ccccc4n4cnnc34)CC2)cc1,-5.8%,16.9%,.,2.8%,-3.9%,4.5%,-0.2%,-0.5%,2.7%,-13.8%,-0.4%
O=C(CN1CCOc2ccccc21)NC1CCN(Cc2ccccc2)CC1,-2.4%,15.9%,.,-1.8%,-4.7%,0.0%,-1.1%,-0.8%,2.8%,-4.1%,-1.7%
CC(C)Cc1cc(C(=O)Nc2cc(Cl)ccc2Cl)no1,-12.5%,0.1%,-2.1,4.0%,29.8%,4.8%,-0.3%,-1.6%,-2.4%,-18.5%,2.3%
CCS(=O)(=O)N1CCc2cc(OC)c(OC)cc2C1,1.9%,1.8%,-1.2,-28.1%,-2.3%,-0.3%,-0.6%,-1.1%,3.2%,-1.2%,0.6%
O=C(NCc1ccc(F)cc1)C(Cc1ccccc1)n1cccc1 (centres undefined),-23.6%,-5.0%,?,-2.3%,-2.6%,0.0%,-0.6%,-3.1%,2.0%,-10.1%,2.0%
O=C1c2ccc(-c3ccc(F)cc3OCc3ccccc3)cc2S(=O)(=O)c2cccc(C(=O)N3CCN(c4ncc(Br)cn4)CC3)c21,17.6%,-1.7%,.,8.9%,1.2%,8.8%,-0.1%,-0.3%,-0.1%,-2.5%,-8.1%
COc1cccc(CC(NC(C)=O)C(=O)NC2CCN(c3c4c(nc5ncnn35)CCC4)CC2)c1OC (centres undefined),.,5.7%,-0.9,3.8%,1.0%,.,-0.1%,.,.,.,1.4%
CCOc1ccc2c(c1)sc1nc(C(=O)OC)cc(=O)n12,1.8%,.,.,.,.,-12.4%,.,-5.4%,2.5%,-29.3%,.
O=C(O)/C(=C\c1cccs1)c1ccccc1,-0.1%,4.0%,0.8,2.9%,-1.0%,?,-0.8%,-6.2%,1.8%,1.2%,2.9%
COCCCNC(=O)NC(=O)c1ccccc1,-0.9%,0.5%,0.2,24.3%,2.3%,10.0%,-0.3%,-3.7%,1.5%,32.7%,3.0%
Cc1cc2nc(NC3=NCN(CCN4CCOCC4)CN3)nc(C)c2cc1C,.,-1.5%,2.0,3.6%,-5.2%,.,0.0%,.,.,.,5.7%
CC(C#Cc1c([C@@H](C)Oc2ccccc2)nnn1Cc1ccccc1)Oc1ccccc1 (some centres undefined),-18.2%,-15.6%,?,3.6%,-5.3%,-2.5%,-0.1%,0.0%,-1.1%,2.0%,2.8%
